ABHD5-PLIN5 inh = ABHD5-PLIN5 interaction inhibitors, primary screen, cell lysate, split luciferase complementation, luminescence; Perilipin-5 (Homo sapiens) + 1-acylglycerol-3-phosphate O-acyltransferase ABHD5 (Homo …; Split G. princeps luciferase complementation, 4 h; inhibition, % at 4 µM; actives 0.78% (n = 360,000);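 active means inhibition above the mean inhibition across every tested compound plus 3 SD, cut at about 22% in these data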;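 further: 0% = DMSO only wells and the 100% control is not disclosed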
MC4R antag cAMP = MC4R antagonists of cAMP signaling, primary screen, cell-based, TR-FRET, antagonist arm of biased-ligand search; MC4R-expressing cells, MTII-stimulated cAMP, LANCE TR-FRET; inhibition, % at 6.5 µM; actives 0.48% (n = 360,000); AID 540295, 2011;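 active means inhibition above its plate's cutoff, the mean of tested wells on that plate plus 3 SD, cut at about 29% in these data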;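 further: 0% = Melanotan II alone and 100% = Melanotan II plus saturating MCL0020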
Target sequence (P32245 whole entry, looked up): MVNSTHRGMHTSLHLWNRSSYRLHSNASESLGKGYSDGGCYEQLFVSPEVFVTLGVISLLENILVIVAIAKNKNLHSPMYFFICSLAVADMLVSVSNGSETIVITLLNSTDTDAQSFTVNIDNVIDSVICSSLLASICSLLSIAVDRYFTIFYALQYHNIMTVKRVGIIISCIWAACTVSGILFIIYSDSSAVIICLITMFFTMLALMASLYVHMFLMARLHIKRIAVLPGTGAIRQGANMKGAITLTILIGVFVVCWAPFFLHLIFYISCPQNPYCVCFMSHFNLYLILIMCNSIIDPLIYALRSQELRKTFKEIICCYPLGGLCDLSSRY
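material = U2OS cells stably expressing human melanocortin 4 receptor (MC4R) | also added = Melanotan II challenge | dosing = single nominal compound dose of 6.5 µM | detection = TR-FRET with Eu-cAMP and labeled anti-cAMP, 671 nm | replication = singlicate | timing = compound 30 min, challenge 1 h, detection 1 h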
aDG glyco act = activators of alpha-DG glycosylation, primary screen, uHTS, Pro5-aDG cells, AlphaScreen | activation, % at 10 µM | alpha-DG glycosylation AlphaScreen (IIH6); 0% Pro5, 100% B10-LARGE cell signal | actives 0.22% (n = 360,000) | AID 624168, 2012;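 active means activation of at least 8% versus controls, or a plate z-score of at least 8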;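 further: Pro5 are CHO cells carrying HIG-tagged alpha-DG that lacks glycosylation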
MC4R barr agon = MC4R agonists recruiting beta-arrestin, primary screen, cell-based, luminescence, agonist arm of biased-ligand search. Melanocortin receptor 4 (Homo sapiens), P32245. U2OS MC4R beta-arrestin complementation; percent of melanotan II response, DMSO zero. activation, % at 8.9 µM. actives 0.98% (n = 360,000). AID 540308, 2011;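 active means activation above a per-plate cutoff, the mean activation of sample wells on that plate plus 3 SD, cut at about 8% in these data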
H9c2 protect = cardioprotection against H2O2-induced cell death, primary screen, uHTS, H9c2 cells, ATPLite luminescence; H9c2 cardiomyocytes, H2O2 injury protection, 2 h; protection from H2O2 cell death, % at 20 µM; actives 0.63% (n = 360,000);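 active means compounds giving at least 50% protection of heart cells from peroxide-induced death in the single-dose screen, raw or plate-pattern-corrected value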;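 further: 0% = DMSO wells with peroxide and 100% = DMSO wells without peroxide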
HTR2A ag = mouse Htr2a agonists via beta-arrestin recruitment, primary screen, cell-based, luminescence; actives 0.66% (n = 360,000); CHO-K1 mHTR2A beta-arrestin complementation; percent of 30 µM serotonin response; AID 624169, 2012; 5-hydroxytryptamine receptor 2A (Mus musculus), P35363; activation, % at 7.6 µM;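 active means activation above a run cutoff, the mean activation of all tested compounds plus 3 SD, cut at about 14% in these data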;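 further: 0% = plate median of compound wells and 100% = 30 µM serotonin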
Target sequence (P35363 whole entry, looked up): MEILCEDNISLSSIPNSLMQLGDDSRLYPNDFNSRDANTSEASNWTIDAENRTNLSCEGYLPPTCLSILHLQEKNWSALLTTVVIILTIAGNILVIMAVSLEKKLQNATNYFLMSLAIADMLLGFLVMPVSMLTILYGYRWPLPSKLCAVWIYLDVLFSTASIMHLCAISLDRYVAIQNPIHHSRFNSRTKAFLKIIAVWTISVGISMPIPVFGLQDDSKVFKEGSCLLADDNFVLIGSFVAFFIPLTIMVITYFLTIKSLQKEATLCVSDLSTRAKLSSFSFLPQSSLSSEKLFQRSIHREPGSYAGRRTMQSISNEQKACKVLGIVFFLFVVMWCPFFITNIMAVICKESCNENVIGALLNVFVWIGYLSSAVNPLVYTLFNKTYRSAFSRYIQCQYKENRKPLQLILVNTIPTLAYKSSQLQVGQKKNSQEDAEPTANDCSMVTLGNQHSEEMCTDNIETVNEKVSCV
ABCB6 inh MLPCN = ABCB6 transporter inhibitors, primary screen, K562-ABCB6 cells, flow cytometry, MLPCN library | K562-ABCB6 porphyrin accumulation, 1 h; stronger effect = lower value | fluorescence ratio to DMSO, % at 10 µM | actives 0.19% (n = 360,000) | AID 602162, 2011;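 active means fluorescence ratio to DMSO below 75%, the collection mean minus 3 SD; inconclusive means too few cells collected in the well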;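 further: signal is porphyrin accumulated inside mitochondria; 100% equals median channel fluorescence of DMSO control wells; lower ratio means ABCB6 inhibition with less porphyrin fluorescence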
Granule exo inh = LAMP-1 surface exposure blockers, TALL-104 cells – cell-based, flow cytometry, MLPCN library, primary screen | TALL-104 LAMP-1 surface exposure; cells stimulated with thapsigargin and PMA | inhibition, % at 10 µM | actives 0.66% (n = 360,000) | AID 651702, 2012;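 active means inhibition above about 55%, limit read from the data; inconclusive means no clear call, values can overlap the other calls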
N-glyco inh = increase of ERlucT glycosylation luciferase signal, primary screen, N-linked glycosylation inhibitor project, D54 ERlucT cells, luminescence, set 2. AID 588692, 2011. reporter increase, % at 12.5 µM. actives 0.23% (n = 360,000). D54 ERlucT glycosylation luciferase reporter, 24 h; percent of 100 nM tunicamycin response;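 active means mean luciferase reporter signal, scaled so untreated is 0 and the glycosylation-blocking control 100, at or above a set limit in every replicate; inconclusive means mean reaches the limit but not every replicate does; inactive means mean below the limit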;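 further: luciferase carries N-glycosylation sites so blocking glycosylation raises the light; 0% = median of neutral control wells and 100% = median of 100 nM tunicamycin wells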
hiPSC survival = enhancers of single-cell hiPSC survival, primary screen, ATPlite luminescence. survival enhancement, % at 20 µM. 100% = ROCK inhibitor wells, 0% = DMSO. actives 0.044% (n = 360,000); in the data active means survival enhancement above about 18%;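 further: cells exposed to compounds for 16 hours before the ATP read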
Numbers without * were called inactive; ? = inconclusive; · = not tested or not shown.

SMILES | ABHD5-PLIN5 inh | MC4R antag cAMP | aDG glyco act | MC4R barr agon | H9c2 protect | HTR2A ag | ABCB6 inh MLPCN | Granule exo inh | N-glyco inh | hiPSC survival
Cc1c(Cc2ccccc2)c(=O)oc2c(C)c(OCC(=O)NCc3ccccn3)ccc12 | 13 | -3 | -0.1 | -0.2 | -8 | 5 | 97 | -2 | 1 | 0.8
Cn1cnnc1SCC(=O)Nc1ccc(F)cc1F | 16 | -1 | 0.2 | 0.2 | -1 | 1 | 88 | -1 | 0 | -1.8
COc1cccc(NC(=O)N2CCCC2C(=O)NCc2ccco2)c1 (stereo not drawn) | -45 | 8 | -0.1 | -0.5 | -1 | -7 | 104 | 1 | 1 | -0.2
CCCS(=O)(=O)N1CCC(C(=O)NCc2ccco2)CC1 | -2 | -8 | 0.1 | -0.7 | 4 | 3 | 96 | 2 | 1 | 4.3
OCC1(Cc2cccc(Cl)c2)CCCN(Cc2cn[nH]c2C2CCCCC2)C1 (stereo not drawn) | 8 | 0 | -0.1 | -1.3 | 21 | -4 | 100 | 3 | -4 | -0.6
COc1ccc(C2(c3ccc(OC)cc3)NC(=O)N(CC(=O)NC3(C#N)CCCCC3)C2=O)cc1 | -6 | -2 | 0.3 | -1.2 | -1 | -2 | 102 | -6 | -5 | -0.4
CSc1ccccc1OCc1cc(C(=O)NC(C)CCn2cccn2)no1 (stereo not drawn) | 8 | 4 | -0.1 | 4.3 | 0 | 9 | 97 | 2 | -1 | -0.1
O=C(COc1ccc(F)cc1Cl)N1CCN(C(=O)c2cccs2)CC1 | 6 | 11 | -0.2 | 0.2 | -1 | -1 | 98 | 2 | 0 | -0.4
O=C(COC(=O)Cc1ccc(Br)cc1)NCc1cccs1 | 5 | 2 | 0.4 | -0.7 | -1 | -3 | 93 | -1 | 1 | -1.8
CN1C(=O)c2ccccc2Sc2ccc(C(=O)O)cc21 | 6 | 10 | 0.0 | -0.1 | 1 | 0 | 103 | -4 | 0 | 0.1
Cc1ccc(-c2cc(C(F)F)nc(NCc3cccs3)n2)cc1 | -14 | 2 | 0.5 | -1.9 | -12 | -4 | 95 | 1 | -4 | 1.1
Cc1ccc(Nc2c(-c3ccc(N4CCOCC4)cc3)nc3ncccn23)cc1 | 3 | 13 | -0.1 | 0.3 | 12 | 5 | 98 | 3 | 1 | 0.4
CN(C)S(=O)(=O)Nc1cccc(Br)c1 | 6 | 8 | 0.1 | 0.3 | -2 | 4 | 100 | -1 | 0 | -0.3
Cc1cc(C)c(NC(=O)c2ccc3c(c2)NC(=O)C(C)S3)c(C)c1 (stereo not drawn) | -3 | 2 | 0.0 | 0.7 | 2 | 10 | 96 | 3 | -1 | 4.6
Cc1cnc(NC(=O)CSc2nnc(CNc3ccc(F)cc3)n2CC2CCCO2)s1 (stereo not drawn) | -1 | 2 | 0.5 | -2.1 | -5 | -3 | 96 | -1 | 3 | 0.0
O=C(NCc1ccc2c(c1)OCO2)c1ccc(CN2CCOCC2)cc1 | 4 | 4 | 0.0 | 0.1 | -1 | -1 | 95 | -3 | -1 | 0.0
CC1CCCC(NC(=O)c2cc(-c3ccncc3)nc3ccccc23)C1C (stereo not drawn) | -2 | 2 | 0.0 | 8.9* | 5 | -1 | 96 | -4 | 0 | 0.2
O=C(O)CC1CCC(=C(Cl)Cl)C1 (stereo not drawn) | 4 | 7 | -0.2 | -1.9 | -16 | 1 | 99 | 6 | 18 | -1.1
COc1ccc(-c2cc(-c3ccc(OC)cc3)[nH]n2)cc1 | -2 | -3 | 0.2 | -1.4 | -9 | -4 | 100 | 2 | -8 | -1.9
CCOCC(=O)Nc1c(C(=O)Nc2ccc(OC)cc2OC)oc2ccccc12 | -2 | 3 | -0.1 | 13* | -10 | -2 | 95 | -1 | 2 | -1.0
CS(=O)(=O)N1CCN(Cc2cc(=O)n3ccsc3n2)CC1 | -4 | 18 | 0.1 | 0.6 | -2 | 12 | 101 | 4 | 1 | -0.9
CCOC(=O)c1c(C)c(C(=O)NCc2cccnc2)c(C)n1CC | -2 | -2 | 0.1 | 1.8 | 4 | -1 | 106 | 5 | -2 | -2.1
COc1cccc(C(=O)NC2CCNCC2)c1 | -4 | 4 | -0.3 | -0.4 | -7 | 8 | 106 | 2 | 2 | 1.7
Cc1ccc(NC(=O)Nn2cnnc2)cc1Cl | -3 | -7 | 0.0 | -0.3 | 0 | -2 | 100 | 0 | -1 | -0.4
COc1ccc(CNC(=O)C(c2ccc(C)cc2)N(Cc2cccs2)C(=O)c2ccc3c(c2)OCCO3)cc1 (stereo not drawn) | 0 | 0 | -0.6 | 2.8 | 61* | 8 | 93 | 8 | -11 | -1.9

Next part; it opens with the 3 that closed the last part.
SMILES | ABHD5-PLIN5 inh | MC4R antag cAMP | aDG glyco act | MC4R barr agon | H9c2 protect | HTR2A ag | ABCB6 inh MLPCN | Granule exo inh | N-glyco inh | hiPSC survival
COc1cccc(C(=O)NC2CCNCC2)c1 | -4 | 4 | -0.3 | -0.4 | -7 | 8 | 106 | 2 | 2 | 1.7
Cc1ccc(NC(=O)Nn2cnnc2)cc1Cl | -3 | -7 | 0.0 | -0.3 | 0 | -2 | 100 | 0 | -1 | -0.4
COc1ccc(CNC(=O)C(c2ccc(C)cc2)N(Cc2cccs2)C(=O)c2ccc3c(c2)OCCO3)cc1 (stereo not drawn) | 0 | 0 | -0.6 | 2.8 | 61* | 8 | 93 | 8 | -11 | -1.9
Nc1nnc(SCC(=O)Nc2ccc3nc(SCC(=O)Nc4ccccc4)sc3c2)s1 | 1 | 21 | -0.3 | 1.0 | -16 | 0 | 91 | ? | -4 | 0.7
CCc1nccn1S(=O)(=O)c1cccc([N+](=O)[O-])c1 | 2 | 9 | 0.1 | -1.2 | 1 | 4 | 101 | 9 | 1 | -1.8
CCc1ccc(CCN2C(=O)c3ccccc3C2=O)nc1 | -5 | 14 | 0.0 | 2.1 | -2 | 2 | 95 | -2 | 2 | -0.5
COc1cccc(C(NC(C)=O)c2nc(-c3ccncc3)cs2)c1 (stereo not drawn) | -4 | 3 | 1.3 | 1.9 | -10 | 7 | 93 | 3 | 2 | 1.8
O=C(Nc1cccc(C(F)(F)F)c1)c1cc(S(=O)(=O)N2CCCCC2)ccc1N1CCOCC1 | 5 | -2 | 0.0 | 0.3 | -6 | -3 | 105 | 2 | -6 | -2.1
COc1ccccc1Cc1nnnn1CC(=O)O | -2 | 0 | 0.1 | -1.1 | 3 | 0 | 105 | 0 | 2 | -1.6
CC(C)CN1CCC(=O)NC1=S | 1 | 10 | -0.3 | 0.7 | 7 | 0 | 99 | 3 | 0 | -1.3
CCOc1ccc(Br)cc1S(=O)(=O)Nc1nc(CN2CCOCC2)nc2sc(C)c(C)c12 | -8 | -2 | 0.2 | -1.4 | -4 | 7 | 91 | 1 | 0 | 1.3
CN1CCN(c2nc(-c3ccccn3)nc3ccccc23)CC1 | 5 | 11 | 3.6 | -3.4 | 9 | -10 | 103 | -1 | 1 | -2.5
Cc1cc(C)nc(OC(C(=O)O)C(OCC(C)C)(c2ccccc2)c2ccccc2)n1 (stereo not drawn) | -2 | 4 | -0.1 | -0.9 | 2 | 5 | 101 | -1 | -1 | 1.4
COc1ccccc1OC(C)C(=O)Nc1ccccc1C(=O)NCC1CCCO1 (stereo not drawn) | -6 | 11 | 0.1 | -1.1 | 2 | 3 | 101 | -8 | 1 | 0.0
Cc1ccc(Cn2c(SCC(N)=O)nc3c2c(=O)n(C)c(=O)n3C)cc1 | 3 | -31 | 0.0 | -0.7 | 10 | -5 | 101 | -6 | 5 | 3.0
CSc1cccc(NC(=S)N(CCCN2CCC(C)CC2)Cc2cccs2)c1 | 2 | 11 | 0.8 | -0.4 | -11 | -3 | 101 | 4 | -4 | -0.1
Cc1sc(NC(=O)c2ccc(F)cc2)c(CN2CCCCCC2)c1C | -12 | 8 | -0.1 | -1.8 | -8 | -5 | 102 | -1 | -4 | -1.7
CC1=C(C(=O)N(C(C)C)C(C)C)CC(CC(=O)NCCN2CCOCC2)C(=O)N1Cc1ccc(F)cc1 (stereo not drawn) | 0 | · | 0.2 | · | -1 | 3 | 101 | -3 | 2 | -2.8
CCOc1ccc(CNC(=O)C2CCN(c3nn4c(=O)cc(C)nc4s3)CC2)cc1 | -1 | 4 | 0.3 | -1.2 | 1 | -3 | 104 | 5 | 3 | -0.5
CCCCCOc1ccc2oc(=O)c3c(c2c1)CCCN3C(=O)CN1CCCC(C(=O)OCC)C1 (stereo not drawn) | 5 | 6 | 0.8 | 1.4 | -27 | -1 | 95 | 3 | -5 | -3.4
CS(=O)(=O)N(CC(=O)NC1CCCC1)Cc1ccc(F)cc1 | -2 | 3 | 0.0 | -2.0 | -3 | -5 | 85 | 5 | 1 | -0.6
COc1ccc(NC(=O)N2CCCC2C(=O)Nc2cccc(C)c2C)cc1 (stereo not drawn) | -11 | -3 | -0.1 | -0.5 | -3 | 8 | 96 | -3 | 0 | -0.4
Cc1cccc(NC(=O)CNc2cc(C)ccc2C)c1 | 7 | 3 | -0.3 | -0.1 | -1 | 2 | 95 | -5 | -2 | 0.0
CCOC(=O)N1CCN(C(=O)C2CCC(=O)N(CCCN3CCCC3=O)C2)CC1 (stereo not drawn) | 3 | -4 | 0.1 | -1.9 | 0 | 4 | 97 | 0 | 1 | -0.1
C=C1CCC[C@]2(C)C[C@H]3OC(=O)C(CNC(CC)CO)[C@H]3CC12 (stereo partly drawn) | 14 | 20 | -0.2 | 0.2 | 3 | 0 | 96 | -5 | -15 | 0.2
COc1ccccc1N1CCN(S(=O)(=O)c2cc(C(F)(F)F)cc(C(F)(F)F)c2)CC1 | 1 | 2 | 0.2 | 1.3 | -11 | -1 | 96 | -3 | 4 | -0.6
COc1ccc(OC)c(S(=O)(=O)N/N=C(/C)c2ccc3c(c2)OCO3)c1 | 1 | 9 | 0.1 | -2.2 | -1 | 10 | 100 | 1 | 0 | -0.4
CCNS(=O)(=O)c1cc(OC)c(Cl)cc1OC | 7 | -2 | 0.0 | -1.7 | -3 | 6 | 98 | -3 | 5 | -0.2
CNS(=O)(=O)c1cccc(C(=O)OCC(=O)c2ccc[nH]2)c1 | 4 | 0 | -0.3 | -1.3 | 1 | 4 | 97 | 3 | -1 | -0.2

Not a hit list; any-hit rate near 4.5%.
